# Screens from PubChem BioAssay.
# Arr AP2 block – inhibitors of human beta-arrestin and AP2 interaction; inhibition, % at 10 µM; 340,000 tested, 0.31% active; FITC-arrestin peptide / GST-AP2 beads, flow cytometry; AP2 beta2 appendage carries R879A mutation; AID 504490;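 active = inhibition above a set limit, near 3 SD of compounds lacking own fluorescence, cut at about 54% in these data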;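 also: plate controls were DMSO wells for no effect and 5 µM unlabelled arrestin peptide for full effect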
#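 System: GST-tagged AP2 beta2-adaptin appendage (R879A) on 4 µm glutathione beads / Reagent: FITC-arrestin peptide, 50 nM / Detection: HyperCyt-sampled flow cytometry, FL1 channel, ex 488/em 535 nm / Timing: 12 min plus 1 h, RT / Buffer or medium: PBS plus Tween 20 (0.05%) and BSA (0.1%)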
# CAL PDZ FP-1 – human CAL PDZ-peptide interaction inhibition; 330,000 tested, 0.02% active; inhibition, % at 20 µM; purified CAL PDZ, TMR-peptide fluorescence polarization, 1 h; AID 504414;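 active = highest replicate inhibition of at least 40%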;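 also: plate controls were DMSO neutral control wells for no effect and unlabeled competitor peptide control wells for full effect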
#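 Control set: unlabelled peptide and DMSO controls / Material: purified CerCALP PDZ construct / Timing: 1 h incubation at room temperature before polarization reading / Doses: 20 µM, one dose / Detection: fluorescence polarization (mP)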
# DAGLB inhibitor – diacylglycerol lipase beta (human) inhibition | HEK293T DAGLB membrane lysate, EnzChek fluorogenic substrate | 340,000 tested, 0.059% active | AID 504411 | inhibition, % at 5.17 µM; in the data active = inhibition above about 34%;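 also: 0% = enzyme with vehicle and 100% = wells lacking enzyme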
# Target sequence (Q8NCG7 whole entry, looked up): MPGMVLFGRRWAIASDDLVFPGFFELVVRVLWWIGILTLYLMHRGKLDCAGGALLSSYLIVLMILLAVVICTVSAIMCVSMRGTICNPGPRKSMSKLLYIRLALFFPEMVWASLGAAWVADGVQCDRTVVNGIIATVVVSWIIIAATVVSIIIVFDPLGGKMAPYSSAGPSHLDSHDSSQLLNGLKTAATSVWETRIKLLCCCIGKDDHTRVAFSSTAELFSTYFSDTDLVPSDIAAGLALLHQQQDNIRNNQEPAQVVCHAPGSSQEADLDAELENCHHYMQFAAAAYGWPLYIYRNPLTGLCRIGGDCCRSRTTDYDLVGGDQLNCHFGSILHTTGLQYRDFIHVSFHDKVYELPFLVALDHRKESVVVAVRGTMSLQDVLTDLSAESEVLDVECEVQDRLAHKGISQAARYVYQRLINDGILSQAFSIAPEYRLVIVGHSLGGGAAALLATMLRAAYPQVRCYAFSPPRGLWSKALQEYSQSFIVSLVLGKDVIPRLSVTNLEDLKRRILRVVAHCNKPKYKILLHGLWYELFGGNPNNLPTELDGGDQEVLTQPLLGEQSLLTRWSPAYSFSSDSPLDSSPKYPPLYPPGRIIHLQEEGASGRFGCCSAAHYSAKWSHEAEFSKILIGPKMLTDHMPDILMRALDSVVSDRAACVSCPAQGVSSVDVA
# RTF Ca sens inh – cardiac RTF calcium desensitization; P19429+P45379; IANBD-labeled cardiac RTF, Ca2+ fluorescence; 340,000 tested, 0.12% active; inhibition, % at 7.15 µM;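 active = inhibition above the mean inhibition of all tested compounds plus 3 SD, cut at about 17% in these data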;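 also: assay run at fixed EC70 calcium of 1.6 mM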
# Keap1-Nrf2 PPI – disrupts human Keap1 binding to Nrf2 peptide; Keap1 Kelch-Nrf2 peptide fluorescence polarization, 1536-well; inhibition, % at 9.4 µM; 340,000 tested, 0.15% active; AID 504523; in the data active = inhibition above about 12%;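 also: human Keap1 Kelch domain with fluorescein labeled Nrf2 9mer peptide probe; 0% = neutral control wells and 100% = peptide positive control; higher means more block of Keap1 binding to Nrf2 peptide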
# V-ATPase pH – regulators of yeast V-ATPase proton transport. S. cerevisiae, pHLuorin cytosolic pH fluorescence. 350,000 tested, 0.37% active. AID 504577. response, % at 10 µM; in the data active = response mostly above about 7.3%, no sharp cut-off; inactive = mostly below about 5.4%; also: actives read high; inactives centre near 0; some compounds called inactive have numbers as strong as hits
# CAL PDZ FP-2 – blocks peptide binding to the human CAL PDZ domain | Q9HD26 | AID 602252 | purified CAL PDZ, TMR-peptide fluorescence polarization, 1 h | 300,000 tested, 0.92% active | inhibition, % at 24.9 µM;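 active = mean inhibition of at least 30% with at least half of replicates also reaching 30%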;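 also: 0% = DMSO neutral control and 100% = excess unlabeled competitor peptide PRC23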
# NSD2 inh – blocks human histone methyltransferase NSD2; O96028; NSD2 peptide methylation, AlphaScreen, 120 min; inhibition, % at 12.5 µM; 310,000 tested, 0.54% active; AID 743445; in the data active = inhibition above about 50%
# DSG3 Ab inh – human desmoglein-3 autoantibody binding inhibition; DSG3-coupled beads, scFv-anti-DSG3-GFP binding, flow cytometry; hits give low values; binding (percent of control), % at 10 µM; 310,000 tested, 0.48% active; AID 588358;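 active = binding more than 3 SD below its plate's average and above zero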;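 also: hits lower antibody fragment binding to DSG3; some compounds called inactive have numbers as strong as hits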
# C-LANA FP – blocks KSHV LANA C-terminal domain binding to DNA; 340,000 tested, 0.078% active; MBP-C-LANA/FAM-LBS DNA binding, fluorescence polarization; inhibition, % at 9 µM;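 active = highest replicate inhibition at or above 60% at 9 µM, even if other replicates fall short; inactive = all replicates below 60% inhibition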;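 also: 0% = neutral control wells and 100% = 4 µM acridine orange control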
# The depositor's hits bear a star; . = no result given. These rows are one share of the data, so the mix of outcomes need not match the whole.
cpd	SMILES	CAL PDZ FP-2	C-LANA FP	RTF Ca sens inh	Arr AP2 block	DAGLB inhibitor	DSG3 Ab inh	Keap1-Nrf2 PPI	CAL PDZ FP-1	NSD2 inh	V-ATPase pH
1	Cc1cccc(C)c1NC(=O)C(c1cccs1)N(Cc1ccco1)C(=O)Cn1nnc2ccccc21 (configuration not stated)	-4	1.3	-1	7	-1	97	1	-1.8	0	-4
2	O=C(CN1CCN(c2ccc(F)cc2)CC1)c1ccc2c(c1)OCO2	-2	-1.5	-12	4	-1	106	-1	-0.6	2	-1
3	CCn1cc(CNC(=O)c2cccc([N+](=O)[O-])c2)c(C)n1	-1	0.9	-4	34	0	99	-1	-0.3	.	0
4	CCN1Cc2c(cc(OC)c(OC)c2OC)-c2ccccc2S1(=O)=O	-1	1.4	-5	6	0	106	-3	0.5	.	-1
5	COc1cc(C(=O)NC(=S)Nc2ccccc2N2CCOCC2)cc(OC)c1OC	-3	-0.3	-4	8	-12	111	-6	-3.2	-1	3
6	O=C(C1CCCN(Cc2ccccc2[N+](=O)[O-])C1)N1CCCC1 (configuration not stated)	-4	-2.9	3	4	-1	106	-10	-2.2	0	3
7	COc1ccc(/C=C2\SC(=S)N(CCC(=O)NC3=NCCS3)C2=O)cc1OC	-1	-0.1	-6	5	2	96	-1	-0.8	-1	-2
8	O=C(NNC(=O)c1cccs1)c1ccc(Cl)nc1	-7	0.9	2	23	-2	102	-2	-2.2	24	-5
9	COC(=O)CSc1cc(C(F)(F)F)nc(-c2ccccn2)n1	-5	-0.6	-11	-1	2	98	-6	-0.2	4	7
10	COc1ccccc1CCc1nnc(CCC(=O)NC(C)Cn2nc(C)cc2C)o1 (configuration not stated)	-1	-0.5	-14	-10	3	96	-6	0.6	-2	1
11	Cc1ccc2c(c1)C(c1ccccc1)N(C(=O)c1cccc([N+](=O)[O-])c1)CC(=O)N2 (configuration not stated)	-1	0.1	-4	5	1	98	-7	-1.0	2	-3
12	COC(=O)CSc1nnc(-c2ccccc2O)n1-c1ccc(C)cc1	-1	-0.9	4	-2	-3	103	-3	-2.1	.	0
13	CC(OC(=O)c1cccs1)C(=O)NC1CCCCC1C (configuration not stated)	-4	0.3	-4	46	0	103	1	0.5	0	1
14	CC(C)CN1CC(Br)C(=O)NC1=O (configuration not stated)	-2	0.8	0	44	-2	113	-3	0.5	-1	-1
15	Cc1cccc(NC(=O)c2ccccc2Br)n1	.	0.0	-5	4	0	103	1	-1.0	.	6
16	Cc1ccc(NS(=O)(=O)c2cc(NC(=O)c3ccc4c(c3)NC(=O)CS4)ccc2Cl)c(C)c1	-2	0.0	-2	4	3	101	5	-3.3	.	2
17	C=C1CCN([C@H](C(=O)NCc2ccco2)C(C)C)S(=O)(=O)c2ccccc21	-3	-1.0	9	2	-2	103	-2	-2.9	.	0
18	O=C(COc1cccnc1[N+](=O)[O-])Nc1ncc(Cl)cc1Cl	-2	3.1	-4	6	-3	100	-5	-0.5	1	0
19	COC(=O)c1sccc1NC(=O)Nc1cccc([N+](=O)[O-])c1	-2	-2.2	-1	-6	-4	103	-2	-2.5	0	-3
20	CCOc1ccc2nc(NCCNC(=O)C(C)(C)C)c(C)cc2c1	3	-1.2	9	-6	3	98	4	-0.9	1	-1
21	CC(C)CC(=O)Nc1ccc(-c2cn3cccnc3n2)cc1	0	-0.7	2	35	-3	89	-2	0.1	-1	-3
22	CC(OC(=O)Cc1c[nH]c2ccccc12)C(=O)NC1(C#N)CCCCC1 (configuration not stated)	-6	0.2	-5	38	-1	.	4	-0.9	.	0
23	CCCn1c(-c2ccc(OC)cc2)nc2c(=O)n(C)c(=O)[nH]c21	0	-0.9	-7	-3	-2	108	-7	-0.3	3	-2
24	CC(=O)c1cc2c(cc1NC(=O)CN1CCN(c3cccc(C(F)(F)F)c3)CC1)OCO2	1	-1.8	-3	-3	1	106	2	0.0	1	1
25	CCc1nc2ccccc2n1CC(=O)N1CCN(S(=O)(=O)c2cccc(C(F)(F)F)c2)CC1	15	-0.8	-8	6	2	.	2	-2.4	0	0
26	S=c1nc[nH]c2c1cnn2-c1ccccc1	-8	5.9	-3	0	-2	116	-1	-1.2	0	0
27	CCCCn1nnnc1SCC(=O)NCc1ccco1	-4	1.7	-3	-1	-1	106	6	-2.2	.	2
28	FC(F)(F)c1nnc2ccc(Sc3ccccn3)nn12	-2	-1.0	-5	8	0	102	-9	-2.3	.	-5
29	COC(=O)CCCC1=CC2=C(c3ccccc3)C(=O)C(C)(OC(=O)C3CCCC3)C(=O)C2=CN1CCN1CCOCC1 (configuration not stated)	-2	6.5	-11	0	0	107	3	0.4	.	2
30	CSc1ncccc1C(=O)OCC(=O)N(CC(C)C)c1c(N)n(Cc2ccccc2)c(=O)[nH]c1=O	-2	-0.1	-4	-2	0	106	1	-0.2	-3	1
31	CC(=O)c1ccc(NC(=O)c2ccn[nH]2)cc1	-1	2.0	-7	2	0	102	-1	0.0	-6	0
32	O=S(=O)(Cc1ccccc1)Nc1ccc(S(=O)(=O)N2CCCC2)cc1	-1	0.9	-12	-11	0	92	-5	-2.4	-1	0
33	CSC1=NC(=O)/C(=C\c2cccc3ccccc23)S1	3	3.4	-3	49	7	.	0	-6.4	4	0
34	O=C(O)c1ccccc1N/N=C/c1cc(Br)cc(Br)c1O	-1	-0.9	2	-17	13	93	-1	0.2	5	-4
35	Cc1ccccc1NC(=O)OCc1cccnc1Sc1ccc(Cl)cc1	-2	0.1	3	1	-10	110	2	0.5	0	-1
36	CC1C(=O)N(Cc2ccccc2F)c2ccccc2N1C(=O)c1c(F)cccc1F (configuration not stated)	-6	4.8	-8	3	-4	101	0	.	-2	1
37	COc1ccc([C@H]2CC(=O)C=C(c3ccnc4ccc(Cl)cc34)C2)cc1	-4	0.6	-3	33	-9	101	-2	-0.6	.	2
38	COC(=O)CC(c1ccc(F)cc1)n1c(C)ccc1C (configuration not stated)	3	0.1	-9	-6	1	113	3	0.1	1	0
39	COc1ccc(CNC(=O)CN2C(=O)NC(C)(c3ccc(Cl)cc3)C2=O)cc1 (configuration not stated)	-2	-1.4	-2	0	-2	97	-4	-1.7	-4	0
40	O=C(NCc1ccc2c(c1)OCO2)Nc1ccc(F)cc1	-1	-0.7	-2	-6	-2	101	-4	-2.1	9	-1
41	O=C(CSc1nc2ccccc2n1-c1ccccc1)Nc1ncc(Cl)cc1Cl	-6	0.3	-4	5	-5	112	-1	-2.4	-3	0
42	O=Cc1cccc(OC(=O)Nc2ccccc2)c1	.	.	.	3	.	108	.	.	-3	-1
43	O=C(COC(=O)[C@@H]1CCCN1C(=O)c1cccs1)NCCc1ccccc1	0	-0.1	0	4	7	103	-4	0.7	2	0
44	CN(C)C(CNC(=O)c1cc(Br)c(Br)s1)c1ccco1 (configuration not stated)	.	.	.	.	0	100	.	.	3	3
45	CC(=O)Nn1c(C)nnc1-n1nc(C)cc1C	-1	-2.1	-12	-1	-2	106	1	-0.8	1	0
46	N#Cc1ccc(NCC(=O)N2CCN(S(=O)(=O)c3ccccc3)CC2)cc1	4	-0.5	-2	0	2	.	-5	-0.8	-24	5
47	C[C@@H]1NS(=O)(=O)[C@H]2C[C@@H]3C=C[C@]2(O3)[C@H]1OC(=O)c1ccccc1Br	2	1.3	4	-2	-1	101	1	0.3	.	0
48	CC(=O)Oc1ccc(/C=C(\NC(=O)c2ccco2)C(=O)NCc2ccco2)cc1	-3	2.2	-4	-2	0	110	-1	-1.2	.	-2
49	CSc1nc(Cc2ccccc2)cc(=O)[nH]1	-7	1.9	3	-11	0	61*	-2	-0.8	-3	1
50	O=C(NN=Cc1ccccc1O)NN=Cc1ccccc1O	-7	3.4	-1	11	2	115	1	-0.3	-3	0
51	O=C(/C=C/c1ccco1)Oc1ccc(C(=S)N2CCOCC2)cc1	1	1.0	-2	-13	-3	96	-2	-2.5	0	-2
52	CSCCC(NC(=O)c1ccco1)C(=O)OCc1cc([N+](=O)[O-])cc2c1OCOC2 (configuration not stated)	-2	-2.1	-7	2	-2	103	3	-1.0	1	2
53	COc1ccc(CNC(=O)C[C@H]2C[C@H](C(=O)N3CCOCC3)[C@@]3(CCC4CCCC4)c4[nH]c5cc(-c6ccco6)ccc5c4CCN3C2=O)cc1OC	-2	1.3	-7	-8	4	99	-3	-0.7	.	4
54	CC(=O)Nc1ccccc1NC(=O)c1ccc(C)c(C)c1	-3	-1.0	-8	-9	1	98	1	-0.2	-6	-2
55	Cc1cc(-n2cnnn2)cc(C)c1S(=O)(=O)NCCOc1ccccc1	-5	0.5	-1	-2	0	104	5	-1.7	-3	0

# By substructure, the entries above containing an NH in an aromatic ring
cpd	SMILES	CAL PDZ FP-2	C-LANA FP	RTF Ca sens inh	Arr AP2 block	DAGLB inhibitor	DSG3 Ab inh	Keap1-Nrf2 PPI	CAL PDZ FP-1	NSD2 inh	V-ATPase pH
22	CC(OC(=O)Cc1c[nH]c2ccccc12)C(=O)NC1(C#N)CCCCC1 (configuration not stated)	-6	0.2	-5	38	-1	.	4	-0.9	.	0
23	CCCn1c(-c2ccc(OC)cc2)nc2c(=O)n(C)c(=O)[nH]c21	0	-0.9	-7	-3	-2	108	-7	-0.3	3	-2
26	S=c1nc[nH]c2c1cnn2-c1ccccc1	-8	5.9	-3	0	-2	116	-1	-1.2	0	0
30	CSc1ncccc1C(=O)OCC(=O)N(CC(C)C)c1c(N)n(Cc2ccccc2)c(=O)[nH]c1=O	-2	-0.1	-4	-2	0	106	1	-0.2	-3	1
31	CC(=O)c1ccc(NC(=O)c2ccn[nH]2)cc1	-1	2.0	-7	2	0	102	-1	0.0	-6	0
49	CSc1nc(Cc2ccccc2)cc(=O)[nH]1	-7	1.9	3	-11	0	61*	-2	-0.8	-3	1
53	COc1ccc(CNC(=O)C[C@H]2C[C@H](C(=O)N3CCOCC3)[C@@]3(CCC4CCCC4)c4[nH]c5cc(-c6ccco6)ccc5c4CCN3C2=O)cc1OC	-2	1.3	-7	-8	4	99	-3	-0.7	.	4
